Source: PubChem BioAssay (Sanford-Burnham Center for Chemical Genomics)
mouse EphA4 binding: EphA4 ligand-binding antagonists – biochemical, colorimetric, mouse EphA4, primary screen (AID 689) | inhibition, % at 10 µM; hits with a dose series show IC50 in µM | 0.1% of 62,000 active | EphA4-AP binding to KYL peptide, pNPP A405; higher % means a stronger effect; in the data active = a potency from the dose series; inactive = the rest, 99 in 100 with inhibition below about 22%
Active calls of the source: *. Not all compounds are listed; rates above refer to the full screens.

| Structure | mouse EphA4 binding |
| --- | --- |
| OC(CNCc1ccc(F)cc1)(c1ccc(F)cc1)c1ccc(F)cc1 | -7% |
| CCc1ccc(C2C(C#N)=C(N)SC(N)=C2C#N)cc1 | 7% |
| O=C(CCc1ccccc1)Nc1nnc(-c2cccs2)o1 | -6% |
| O=C(O)CCSCC(=O)c1ccc2c(c1)OCCO2 | -10% |
| CCc1ccc(NC(=O)CSc2nnc(-c3ccccn3)n2C)cc1 | -16% |
| Cc1cc(C)cc(NC(=O)Cn2cc3c(n2)CCCCC3)c1 | -7% |
| COc1ccc(Cl)cc1N(CC(=O)NCC(C)C)S(=O)(=O)c1ccc(C)c([N+](=O)[O-])c1 | -13% |
| Cn1c(/C=N/NC(=O)c2ccccc2Br)nc2ccccc21 | 7% |
| CCN1C(=O)C2C(c3cccc(F)c3)NC(C)(C(=O)OC)C2C1=O (configuration not stated) | -20% |
| Cc1ccc(C)n1NC(=O)c1ccccc1 | -14% |
| Cn1c(=O)[nH]c(=O)c2c1nc(N1CCCCC1)n2CC(O)CN1CCCCC1 (configuration not stated) | 8% |
| CN(C)/C=N/n1cnc2scc(-c3ccc(Cl)cc3)c2c1=O | -7% |
| O=C(CCc1c[nH]c2ccccc12)NCC1CCCO1 (configuration not stated) | -7% |
| Cc1nn(-c2ccccc2)c2sc(C(=O)N3CCc4ccccc4C3)cc12 | 5% |
| COCCOC(=O)c1c(C)oc2ccc(OC(=O)N3CCOCC3)cc12 | -3% |

4 of the compounds above, with values ahead of the structure.
mouse EphA4 binding	molecule
-14%	Cc1ccc(C)n1NC(=O)c1ccccc1
7%	Cn1c(/C=N/NC(=O)c2ccccc2Br)nc2ccccc21
-20%	CCN1C(=O)C2C(c3cccc(F)c3)NC(C)(C(=O)OC)C2C1=O (configuration not stated)
7%	CCc1ccc(C2C(C#N)=C(N)SC(N)=C2C#N)cc1

New compounds follow:
| Structure | mouse EphA4 binding |
| --- | --- |
| CN(CCCNC(=O)C1CCC(=O)N1Cc1ccccc1Cl)c1ccccc1 (configuration not stated) | -12% |
| COc1ccc(/C=C/C(=O)c2ccc(O)cc2)cc1COc1ccc(F)cc1 | 4% |
| N=c1ccccn1CC(O)COc1ccccc1 (configuration not stated) | -2% |
| O=C(CNS(=O)(=O)c1ccc(Br)s1)N1CCC(N2CCCCC2)CC1 | -11% |
| COc1ccc(CCNC(=O)CSC2=Nc3ccccc3C3=NC(C(C)C)C(=O)N23)cc1OC (configuration not stated) | -15% |
| COc1cccc(C(=O)N2CCN(Cc3ccccn3)CC2)c1OC | 5% |
| CC1Cc2ccccc2N1C(=O)CSc1nc2cc3c(cc2cc1C#N)OCO3 (configuration not stated) | 2% |
| COc1cc(C)ccc1OCCCOc1ccccc1Br | 3% |
| COCCOC(=O)c1c(C)oc2ccc(OC(=O)c3ccccc3OC)cc12 | -19% |
| CCOc1ccc(C(F)(F)F)cc1NC(C)=O | -4% |
| CN=C(Nc1cc(C)nn1CCC#N)c1ccc(F)cc1 | -14% |
| CCOC(=O)C1CCN(c2c(NCc3ccc(C(=O)NCCC(C)C)cc3)c(=O)c2=O)CC1 | -10% |
| O=C(CSc1nc2ccccc2s1)NCCCN1CCOCC1 | -26% |
| CC(=O)Nc1ccc(NC(=O)CN(c2ccc(C34CC5CC(CC(C5)C3)C4)cc2)S(C)(=O)=O)cc1 | -14% |
| CCOC(=O)c1[nH]c(C)c(C(=O)N2CCOCC2)c1C | -8% |

Some values from the list.
In mouse EphA4 binding, CC(=O)Nc1ccc(NC(=O)CN(c2ccc(C34CC5CC(CC(C5)C3)C4)cc2)S(C)(=O)=O)cc1 is listed with -14%
In mouse EphA4 binding, O=C(CNS(=O)(=O)c1ccc(Br)s1)N1CCC(N2CCCCC2)CC1 is listed with -11%
In mouse EphA4 binding, CN=C(Nc1cc(C)nn1CCC#N)c1ccc(F)cc1 is listed with -14%
In mouse EphA4 binding, COCCOC(=O)c1c(C)oc2ccc(OC(=O)N3CCOCC3)cc12 is listed with -3%
In mouse EphA4 binding, Cn1c(=O)[nH]c(=O)c2c1nc(N1CCCCC1)n2CC(O)CN1CCCCC1 (configuration not stated) is listed with 8%

More records.
| Structure | mouse EphA4 binding |
| --- | --- |
| CC(C)(C)NC(NC(=O)Cc1ccccc1)C(Cl)(Cl)Cl (configuration not stated) | -14% |
| Cc1ccc2cc(CN(CCCO)S(=O)(=O)c3cccc4nsnc34)c(=O)[nH]c2c1C | -12% |
| COc1ccc(CN2C(=O)NC(=O)/C(=C\C=C\c3ccccc3)C2=O)cc1 | 11% |
| CCC1SC2=NC(C)=C(C(=O)OCCOC)C(/C=C/c3ccccc3OC)N2C1=O (configuration not stated) | 12% |
| O=C(CN(CCc1ccccc1)C(=O)Cn1nnc(-c2cccs2)n1)NCc1ccco1 | 4% |
| CCOC(=O)C1C(c2cccs2)NC(=O)N(C)C1(O)C(F)(F)F (configuration not stated) | -5% |
| COc1ccc(OC)c(C2N(c3ccc(Cl)cc3)C(=O)C3CCCN32)c1 (configuration not stated) | 6% |
| CC1CCN(C(C(=O)Nc2ccc3c(c2)OCO3)c2ccccc2)CC1 (configuration not stated) | -2% |
| CCn1c(CSCc2ccc(C)cc2)nnc1SCC(=O)NCc1ccccc1 | -13% |
| CN(C)c1ccc(NC(=O)Cn2ncn3c(cc4ccccc43)c2=O)cc1 | -3% |
| CC(C)Sc1n[nH]c2nc3c(c(=O)n12)C1(CCCC1)Cc1ccccc1-3 | 8% |
| COc1ccc2c(c1)cc1n2CCN=C1NCCO | -18% |
| CCCCCc1nc2c(C#N)c(-c3ccc(Cl)cc3)ccn2n1 | -10% |
| O=C(OCn1ncc(Cl)c(Cl)c1=O)c1ccc(F)cc1 | -8% |
| COc1cccc(N2CC(C)Cn3c2nc2c3c(=O)n(CCN3CCOCC3)c(=O)n2C)c1 (configuration not stated) | 1% |

Arranged by molecular weight (largest number first): part of the list above
| Structure | mouse EphA4 binding |
| --- | --- |
| CN(C)c1ccc(NC(=O)Cn2ncn3c(cc4ccccc43)c2=O)cc1 | -3% |
| CC1CCN(C(C(=O)Nc2ccc3c(c2)OCO3)c2ccccc2)CC1 (configuration not stated) | -2% |
| CC(C)(C)NC(NC(=O)Cc1ccccc1)C(Cl)(Cl)Cl (configuration not stated) | -14% |

Other compounds.
| Structure | mouse EphA4 binding |
| --- | --- |
| CC(C)(C)NC1=CC(=O)OC12CCCCC2 | -2% |
| CCCCCn1c(=NC(C)=O)c(C#N)cc2c(=O)n3ccccc3nc21 | -9% |
| COc1ccc(NC(=O)CSc2nc3ccccc3[nH]2)c(OC)c1 | 3% |
| CC(C#N)On1c(SC(C)C#N)nc2ccccc2c1=O (configuration not stated) | 5% |
| CN(C)C(=O)COn1c(SCC(=O)N(C)C)nc2ccccc2c1=O | -2% |
| Cc1nnc(SCC(=O)c2c(N)n(C)c(=O)n(C)c2=O)[nH]c1=O | -12% |

Five compounds already listed, ordered by the value under mouse EphA4 binding, falling:
| Structure | mouse EphA4 binding |
| --- | --- |
| CC(C#N)On1c(SC(C)C#N)nc2ccccc2c1=O (configuration not stated) | 5% |
| COc1ccc(NC(=O)CSc2nc3ccccc3[nH]2)c(OC)c1 | 3% |
| CC(C)(C)NC1=CC(=O)OC12CCCCC2 | -2% |
| CCCCCn1c(=NC(C)=O)c(C#N)cc2c(=O)n3ccccc3nc21 | -9% |
| Cc1nnc(SCC(=O)c2c(N)n(C)c(=O)n(C)c2=O)[nH]c1=O | -12% |
